# Screening results: PubChem BioAssay, National Center for Advancing Translational Sciences (NCATS)
# PTAP TSG101 blk: qHTS Assay for Iinhibitors of HIV-1 Budding by Blocking the Interaction of PTAP/TSG101; Tumor susceptibility gene 101 protein (Homo sapiens), Q99816; Fluorescence polarization, FITC-PTAP peptide / Tsg101 binding; Potency, µM (top dose mostly 115 µM), inactives show at the top dose activity change, negative = inhibition, actives largely listed as inhibitors; 340,000 tested, under 10 active; active = well fitted inhibition curve with a large enough effect in the main read-out, with a control signal flat, not every such curve was filed as active; inconclusive = small, poorly fitted or top-dose-only effect, or effect the other way, or a change in a side signal; inactive = no such curve, though single readings can be large or run the other way; also: potency is read from the fitted curve at half-maximal effect; % of control where 0% means no effect
# Target sequence (Q99816 whole entry, looked up): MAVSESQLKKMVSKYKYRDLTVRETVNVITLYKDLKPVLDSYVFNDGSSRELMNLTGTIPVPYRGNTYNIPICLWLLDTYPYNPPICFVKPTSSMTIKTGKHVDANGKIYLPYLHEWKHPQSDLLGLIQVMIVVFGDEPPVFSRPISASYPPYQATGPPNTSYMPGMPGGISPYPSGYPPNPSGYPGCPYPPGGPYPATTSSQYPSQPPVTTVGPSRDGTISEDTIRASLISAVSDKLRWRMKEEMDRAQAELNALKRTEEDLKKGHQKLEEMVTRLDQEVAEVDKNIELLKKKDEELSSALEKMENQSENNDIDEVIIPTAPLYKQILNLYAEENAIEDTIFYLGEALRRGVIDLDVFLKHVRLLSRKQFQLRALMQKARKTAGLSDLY
#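 Tsg101 binding domain (10 uM final) was mixed with compound and a FITC-labeled PTAP peptide (50 nM final) in HEPES pH 7.5 buffer with NaCl, Tween 20, EDTA and TCEP; fluorescence polarization was read after 20 min at r.t.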
# B2AR arrestin: qHTS assay of beta-arrestin-biased ligands of beta2-adrenergic receptor. hit rate 0.02% among 330,000. Potency, µM (doses to about 46.1 µM), for the others: at the top dose activation, actives largely listed as activators. AID 492947, 2010. beta-arrestin recruitment to beta2AR, cell-based reporter;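 also: potency is read from the fitted curve at half-maximal effect; 0% = DMSO controls and full agonism = EC100 isoproterenol or metaproterenol; nearly all actives have a fitted effect of over 65% in size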
# S-ASM inh: Inhibitors of Secretory Acid Sphingomyelinase (S-ASM): qHTS | placental ASM, HMU-PC fluorogenic substrate, 60 min | Potency, µM (doses to about 57.5 µM), without a hit: top-dose activity change, negative = inhibition, most hits filed as inhibitors | hit rate 0.006% among 340,000; also: potency is read from the fitted curve at half-maximal effect
#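 Steps: dispense placental human ASM, pin compound, wait 10 min at room temperature, add HMU-PC0 substrate at 9 uM final, incubate 60 min at 37 °C, add stop solution raising pH to 10, read fluorescence.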
# PKM2 activator: qHTS Assay for Activators of Human Muscle isoform 2 Pyruvate Kinase | Pyruvate kinase PKM (Homo sapiens), P14618 | purified PKM2, Kinase-Glo ATP luminescence, activation; response scale: 0% is enzyme alone, no compound | Potency, µM (top dose mostly 57.5 µM), inactives show at the highest dose activation, hits mostly activators | hit rate 0.34% among 260,000; also: potency is read from the fitted curve at half-maximal effect; % is scaled to controls: 0 for no effect and ±100 for the full control effect; nearly all actives have a fitted effect of over 55% in size
# Target sequence (P14618 whole entry, looked up, canonical isoform): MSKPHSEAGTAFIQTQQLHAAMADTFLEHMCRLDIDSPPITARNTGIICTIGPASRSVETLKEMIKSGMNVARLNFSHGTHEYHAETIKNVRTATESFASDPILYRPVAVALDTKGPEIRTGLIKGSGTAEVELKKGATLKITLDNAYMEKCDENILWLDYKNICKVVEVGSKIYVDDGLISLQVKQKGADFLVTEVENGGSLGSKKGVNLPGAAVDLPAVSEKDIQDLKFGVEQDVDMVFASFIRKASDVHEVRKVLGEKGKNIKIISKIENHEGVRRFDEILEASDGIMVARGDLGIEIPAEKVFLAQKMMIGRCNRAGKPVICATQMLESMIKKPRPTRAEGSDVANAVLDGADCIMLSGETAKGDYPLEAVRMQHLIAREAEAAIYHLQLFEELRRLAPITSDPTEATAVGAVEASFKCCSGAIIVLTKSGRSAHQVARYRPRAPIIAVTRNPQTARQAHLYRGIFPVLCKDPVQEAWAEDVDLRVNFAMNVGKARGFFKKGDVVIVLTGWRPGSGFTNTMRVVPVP
#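 Purified hPK-M2 (>95%) run at intermediate activity with 0.1 mM ADP and 0.5 mM PEP in 50 mM imidazole pH 7.2, KCl, MgCl2; 1 h room temperature. ATP formed read by Kinase-Glo luminescence; normalized to uninhibited and no-enzyme controls.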
# Tb PFK block: qHTS Assay to Find Inhibitors of T. brucei phosphofructokinase | ATP-dependent 6-phosphofructokinase (Trypanosoma brucei brucei), O15648 | T. brucei PFK, ADP-Glo luminescence | Potency, µM (top dose mostly 57.5 µM), without a hit: at the top dose activity, negative = inhibition, most hits filed as inhibitors | hit rate 0.17% among 330,000;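 also: potency is read from the fitted curve at half-maximal effect; 0% = uninhibited 1x PFK enzyme wells and -100% = no-enzyme wells; nearly all actives have a fitted effect of over 60% in size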
#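 Luminescent ADP detection (ADP-Glo, two-step: ATP depletion then ADP-to-ATP conversion for luciferase) reported PFK activity after 45 min room-temperature reaction of 1.25 nM enzyme with 0.5 mM F6P and 0.1 mM ATP at pH 8.0.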
# FBPA coupling cs: qHTS Assay for Inhibitors of Fructose-1,6-bisphosphate Aldolase from Giardia Lamblia: Coupling assay counterscreen; coupling enzyme system counterscreen, AmpLite Red fluorescence; activity change, negative = inhibition, % at 58.2 µM, hits read low; hit rate 0.67% among 290,000; in the data active = activity change below about -30%; also: % is scaled to controls: 0 for no effect and ±100 for the full control effect
#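 Counterscreen lacking aldolase: glyceraldehyde-3-phosphate coupling-enzyme reagent preincubated 10 min at RT with compound (at 57.5 uM final), then substrate/coupling system with AmpLite Red added; fluorescence read at 525/598 nm after 20 min RT.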
# Menin-MLL TR inh: qHTS Assay for Inhibitors Targeting the Menin-MLL Interaction in MLL Related Leukemias: Competition With Texas Red Labeled MLL-derived Mutant Peptide. Potency, µM (series often up to 61.6 µM), inactives show at the highest dose FP activity change, negative = inhibition, hits mostly inhibitors. Menin + Texas Red MLL mutant peptide, fluorescence polarization. hit rate 0.23% among 270,000. AID 1768, 2009; active = well fitted inhibition curve with a large enough effect in the polarisation, with a control signal flat, not every such curve was filed as active; inconclusive = small, poorly fitted or top-dose-only effect, or effect the other way, or a change in a side signal; inactive = no such curve, though single readings can be large or run the other way; the % refers to the polarisation; also: potency is read from the fitted curve at half-maximal effect; % of control where 0% means no effect; many of its hits are not listed in these tables
# Chronic BCR inh: qHTS Assay to Find Inhibitors of Chronic Active B-Cell Receptor Signaling | ABC-DLBCL IkBa-CBG/CBR reporter, luminescence ratio, 4 h | Potency, µM (titrated, usually from 46.1 µM), for the others: at the highest dose ratio change, negative = lower green/red ratio, hits mostly inhibitors | hit rate 0.05% among 340,000 | AID 493014, 2011; active = well fitted inhibition curve with a large enough effect in the signal ratio, with a control signal flat, not every such curve was filed as active; inconclusive = small, poorly fitted or top-dose-only effect, or effect the other way, or a change in a side signal; the % refers to the signal ratio;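 also: potency is read from the fitted curve at half-maximal effect; plate controls were basal doxycycline-induced cells for no effect and cells given 10 µM MG132 for full effect; MG132 reads +100%, hits lower the ratio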
#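 TMD8 human ABC-DLBCL cells with doxycycline-inducible IκBα–green luciferase fusion and unfused red luciferase, in 0.5% FBS medium; compounds up to 46 uM, 4 h at 37C. Green/red luminescence ratio, filter-overlap corrected, fitted to concentration-response curves.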
# a7 integrin act: qHTS for Activators of Integrin-Mediated Alleviation for Muscular Dystrophy | alpha7betagal myoblasts, beta-gal FDG fluorescence, 48 h | Potency, µM (top dose mostly 38.3 µM), for the others: at the highest dose activation, most hits filed as activators | AID 624291, 2012 | hit rate 0.064% among 350,000;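 also: potency is read from the fitted curve at half-maximal effect; 100% = response of the positive control SU9516; nearly all actives have a fitted effect of over 60% in size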
#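 alpha7betagal+/- myoblasts (passage 13, 250/well) treated 48 h at 37C with compounds at 1:260 dilution of DMSO stock. Lysed, then beta-galactosidase activity read as FDG fluorescence (ex 480/em 540) after 30 min, with pre-read for autofluorescence.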
# Giardia killer: Small Molecules that selectively kill Giardia lamblia: qHTS; Giardia lamblia trophozoite viability; activity change, % at 7.66 µM, hits read low; hit rate 0.15% among 340,000; AID 540267, 2011; in the data active = activity change below about -80%; inconclusive = between about -30% and that limit;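 also: parasites exposed to compound for two days anaerobically before the ATP read; % is scaled to controls: 0 for no effect and ±100 for the full control effect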
#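 Compounds were tested on trophozoites seeded at 100 cells/well and held 48 hrs at 37 deg C anaerobically. An ATP-based luminescent kit measured the remaining live cells.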
# GALK inh: qHTS Assay for Inhibitors of Human Galactokinase (GALK); AID 1868, 2009; hit rate 0.007% among 270,000; Purified GALK, Kinase-Glo residual ATP luminescence; Potency, µM (series often up to 57.5 µM), inactives show at the highest dose activity change, negative = inhibition, actives largely listed as inhibitors; P51570; also: potency is read from the fitted curve at half-maximal effect; % is scaled to controls: 0 for no effect and ±100 for the full control effect
#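 Compounds were pin-transferred into ATP buffer (35 uM final), then GALK plus galactose (5 nM, 100 uM final) was added. After 1 h at room temperature, Kinase-Glo Plus was added and luminescence read after 10 min.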
# An asterisk follows results filed as active; i = inactive; ? = inconclusive; nt = no result given; [ ] = another dose, or the depositor's remark. Unless noted, calls follow the shape of the dose curve; as a rule, active = well fitted curve in the direction sought with a large enough effect; inconclusive = small, poorly fitted or top-dose-only effect, or another doubt; inactive = no such curve, though single readings can be large; an effect the other way counts as inactive or inconclusive. The list is partial. The share of hits here may be higher or lower than overall.
# Screens in order: PTAP TSG101 blk	B2AR arrestin	S-ASM inh	PKM2 activator	Tb PFK block	FBPA coupling cs	Menin-MLL TR inh	Chronic BCR inh	a7 integrin act	Giardia killer	GALK inh
> Cc1ccc(OCC(=O)N/N=C/C=C/c2ccco2)c(Br)c1
  1%	?	-10%	-1%	-2%	0	-14%	?	-11%	-17	-4%
> N=c1oc2cc(O)ccc2cc1C(=O)Nc1nc2ccccc2s1
  -8%	5.8%	i	0%	-4%	2	10%	?	9%	2	0%
> O=C(N/N=C/c1cc2ccccc2nc1Cl)/C(=C/c1cccs1)NC(=O)c1ccccc1
  0%	-0.2%	0%	2%	1%	-1	-9%	0%	5%	-4	-2%
> COc1ccccc1C(=O)Nc1nnc(SCC(=O)NCC2CCCO2)s1 (stereo unspecified)
  0%	-1.0%	2%	0%	-9%	nt	nt	-10%	-17%	-14	-3%
> CCN(CC)C(=O)c1cn(-c2cccc(OC)c2)c(=O)c2ccccc12
  -2%	0.0%	4%	nt	1%	1	13%	3%	-20%	3	nt
> CN(C)[C@@H]1CCC[C@H]1OC(=O)C(c1ccccc1)c1ccccc1
  0%	-0.1%	4%	-5%	-1%	-1	4%	0%	25%	2	1%
> CCCCCCOC(=O)CCn1[nH]c(=O)c2ccccc2c1=O
  -12%	0.4%	-8%	-4%	-1%	5	8%	-1%	-34%	-5	0%
> CC(C)(C)C(=O)Nc1nnc(CC(=O)NCc2ccccc2)s1
  -2%	0.3%	-1%	0%	0%	0	5%	3%	-24%	16	7%
> Cn1c(SCC(=O)Nc2nccs2)nnc1-c1cccnc1
  -2%	-0.8%	2%	nt	-1%	nt	nt	3%	18%	-24	nt
> O=S(=O)(Nc1ccccn1)c1ccc(Oc2ccccc2)cc1
  2%	0.1%	1%	8%	1%	10	-1%	4%	6%	7	0%

# The last three compounds of the section before come first, to join the parts:
# Screens in order: PTAP TSG101 blk	B2AR arrestin	S-ASM inh	PKM2 activator	Tb PFK block	FBPA coupling cs	Menin-MLL TR inh	Chronic BCR inh	a7 integrin act	Giardia killer	GALK inh
> CC(C)(C)C(=O)Nc1nnc(CC(=O)NCc2ccccc2)s1
  -2%	0.3%	-1%	0%	0%	0	5%	3%	-24%	16	7%
> Cn1c(SCC(=O)Nc2nccs2)nnc1-c1cccnc1
  -2%	-0.8%	2%	nt	-1%	nt	nt	3%	18%	-24	nt
> O=S(=O)(Nc1ccccn1)c1ccc(Oc2ccccc2)cc1
  2%	0.1%	1%	8%	1%	10	-1%	4%	6%	7	0%
> COc1cc(C(=O)N/N=C(\C)Cc2ccccc2)cc(OC)c1OC
  2%	0.2%	1%	6%	4%	1	0%	?	-42%[inhibitor]	4	-1%
> Cc1ccccc1C(=O)N(C)Cc1ccccc1
  -7%	0.1%	8%	-2%	0%	0	-9%	8%	8%[7.66 µM]	36[activator]	0%
> S=C(c1ccc(N2CCOCC2)cc1)N1CCOCC1
  -8%	0.3%	4%	-11%	-16%	1	-11%	?	-6%	-1	3%
> CC(=O)Nc1cccc(NS(=O)(=O)Cc2ccc(Cl)cc2)c1
  -9%	0.2%	-3%	-6%	-3%	4	13%	1%	-13%	-4	1%
> CCC(C)Sc1cccc(-c2nc3ccc(C)cn3c2NC2CCCCC2)c1 (stereo unspecified)
  2%	-0.2%	411%[activator]	nt	-5%	nt	nt	11%	-34%	-2	nt
> CC1(C)C(c2ccccc2)=NC(c2ccc(Br)cc2)N1O (stereo unspecified)
  0%	-0.8%	-4%	-7%	-2%	15	0%	?	-51%[inhibitor]	6	5%
> COc1ccccc1N(CC(=O)NCC1CCCO1)C(=O)CCC(=O)Nc1cc(C)on1 (stereo unspecified)
  1%	-0.7%	-2%	nt	0%	0	nt	-2%	20%	0	-1%
> CN(C(=O)c1cc(S(=O)(=O)N2CCOCC2)cs1)c1ccccc1
  nt	0.4%	3%	-1%	2%	4	0%	-1%	-6%	7	-3%
> COc1ccc(C(CC(=O)O)NS(=O)(=O)c2ccc(C)cc2)cc1OC (stereo unspecified)
  -5%	0.4%	4%	-1%	1%	-4	2%	1%	-22%	3	0%
> CCOc1ccc(N2C(=O)Nc3ccccc3C2(O)C(=O)NCc2ccccc2)cc1 (stereo unspecified)
  -13%	-0.1%	-1%	nt	-1%	3	-18%	2%	?	-3	10%
> COC(=O)c1ccc(OCC(=O)Nc2nn(-c3ccccc3)nc2C(N)=O)cc1
  -7%	0.1%	9%	3%	14%	1	-6%	8%	19%	3	0%
> O=C(O)CCCNC(=O)c1cncc(O)c1
  -5%	0.8%	3%	-12%	2%	-2	8%	17%	-7%	14	-2%
> CCOC(=O)Cc1csc(NC(=O)CSc2nc3cccnc3n2CC)n1
  -5%	-0.9%	2%	-5%	2%	0	-18%	?	-9%	2	1%
> CCCN1CCN(CCNC(=O)Nc2cc(C)ccc2C)CC1
  -1%	-0.4%	0%	nt	-9%	2	-1%	1%	0%	?	2%
> CCN1CCOC(CC(=O)Nc2cccc([N+](=O)[O-])c2)C1=O (stereo unspecified)
  0%	4.3%	0%	-4%	2%	-3	nt	0%	-20%	-4	-1%
> O=C(Nc1ccccc1)/C(=C/c1ccccc1)c1ccccc1
  -3%	-0.8%	-1%	-3%	2%	-4	?	?	-2%	-11	2%
> CN1CCN(S(=O)(=O)c2cccc(S(=O)(=O)c3ccc(Cl)c(Cl)c3)c2)CC1
  -5%	-0.3%	0%	-1%	0%	4	6%	3%	26%	-19	1%
> COc1ccccc1C1(CC(=O)N2CCCCC2)CCOC(C(C)C)C1 (stereo unspecified)
  -3%	0.3%	1%	-2%	4%	2	-8%	1%	6%[7.66 µM]	22	1%
> Cc1ccc(N2CC(C(N)=O)CC2=O)cc1 (stereo unspecified)
  -8%	0.2%	0%	-5%	-5%	3	-5%	-4%	39%	-11	0%
> C[C@@H]1CN([C@H](C)CO)C(=O)c2cc(NC(=O)Nc3cccc4ccccc34)ccc2O[C@H]1CN(C)Cc1ccc(C(F)(F)F)cc1
  0%	-0.1%	-20%	nt	-1%	nt	nt	9%	-9%	-2	nt
> CCCc1c(C(=O)N/N=C(\C)CCc2ccccc2)nnn1-c1nonc1N
  -1%	-0.1%	-3%	nt	-8%	3	16%	-4%	12%	20	-8%
> c1cnc(Oc2ccc(-c3nnco3)cc2)cn1
  -3%	-0.3%	-1%	-5%	0%	-1	1%	0%	-5%	25	2%
> CCOc1cc(S(=O)(=O)N2CCN(Cc3ccccc3)CC2)ccc1Br
  1%	nt	-3%	-10%	nt	0	18%	nt	-22%	-1	1%
> CN1CCN(C(=O)c2cc(Cl)ccc2NC(=O)c2ccc(Cl)cc2Cl)CC1
  -2%	0.0%	2%	-6%	0%	nt	nt	-4%	13%	23	-2%
> Cc1ccc(CNC(=O)/C=C/c2ccc(Br)o2)cc1
  -2%	-0.9%	-1%	-6%	-2%	5	-5%	0%	13%	3	nt
> O=C(CN1C(=O)/C(=C/c2ccc(C(F)(F)F)cc2)Sc2ccccc21)NCCCN1CCOCC1
  -3%	0.0%	-6%	nt	1%	0	-4%	-1%	-59%[inhibitor]	-4	4%
> CNC(=S)NCc1ccc(OC)cc1
  -2%	0.2%	-2%	2%	-2%	1	-1%	0%	16%	-4	0%
